# Source: PubChem (several laboratories)
# APP 5'UTR act: activates APP 5'UTR luciferase reporter | SH-SY5Y APP 5'UTR luciferase reporter, luminescence; zero percent = DMSO vehicle wells | activation, % at 2 µM | AID 1276 | 190,000 compounds, 1% hits;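 active = activation above a set limit, based on mean plus 3 SD of controls, cut at about 140% in these data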; note: values of inactives mirror those of a sister screen read the other way
# RAM inhibit: yeast RAM network inhibition. inhibition, % at 50 µM. 190,000 compounds, 1.8% hits. AID 868. S. cerevisiae dse1pr::URA3 reporter, 5-FOA growth OD615, 2 d; analog-sensitive cbk1-as2 kinase mutant strain;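 active = inhibition above a set limit, 3 SD over mean compound inhibition, cut at about 8.4% in these data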;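 note: 0% = DMSO-only wells with no growth and 100% = 10 µM 1-NA-PP1 full growth; inhibition rescues growth on 5-FOA so higher OD means more RAM inhibition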
# STAT3 act: activators of IL-6 induced STAT3 signaling | 190,000 compounds, 0.91% hits | activation (% of control), % at 5.6 µM | U3A cells, IL-6 STAT3-luciferase reporter, luminescence; 100% = signal with IL-6 EC80 alone | AID 871;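 active = activation above the screen-wide mean of compound activation plus 3 SD, cut at about 130% in these data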;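 note: 0% = background luminescence of wells with medium and substrate only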
#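 Assay system – human STAT1-deficient U3A cells with stable STAT3-luciferase reporter · Also added – IL-6 (33 ng/mL) · Schedule – compound 1 h, then IL-6 6 h at 37 °C · Technique – reporter luminescence signal · Evaluation – % activation versus median of IL-6-stimulated wells · Benchmarks – IL-6-only wells as 100% reference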
# STAT3 blocker: STAT3 signaling inhibition | U3A cells, IL-6 STAT3-luciferase reporter, luminescence; host cell line lacks STAT1 | inhibition, % at 5.5 µM | AID 862 | 190,000 compounds, 0.89% hits;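 active = inhibition above the mean inhibition across all screened compounds plus 3 SD, cut at about 44% in these data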;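 note: 0% = DMSO only wells and 100% = 100 µM nifuroxazide control wells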
# Hsp70 activator: Hsp70 transcriptional activation, primary screen | AID 1203 | HeLa Hsp70 promoter luciferase reporter, luminescence; scaled: vehicle 0, proteasome-inhibitor control 100% | activation, % at 10 µM | 200,000 compounds, 0.04% hits;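 active = activation above the mean across all tested compounds plus 3 SD, cutoff set per campaign, cut at about 5.5% in these data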;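 note: 100% = MG132 at 30 µM as the positive control and 0% = DMSO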
# APP transl inh: APP translation inhibition. SH-SY5Y APP 5'UTR-luciferase reporter, luminescence. 190,000 compounds, 0.82% hits. AID 1285. inhibition, % at 2 µM;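 active = inhibition above a set limit, derived from the sample mean plus 3 SD, cut at about 45% in these data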; note: values of inactives mirror those of a sister screen read the other way
# NF-kB neuron act: raises NF-kB expression in human neuronal cells; NF-kB reporter expression; hits give high values; 190,000 compounds, 1.6% hits; fold change at 12.5 µM; in the data active = fold change above about 3.3
# STAT1 activator: activators of IFN-gamma induced STAT1 signaling; NIH 3T3 STAT1-luciferase reporter, luminescence; 100% = IFN-gamma alone, no compound; activation (% of control), % at 5.5 µM; 200,000 compounds, 2.6% hits;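 active = activation above the screen-wide mean activation plus 3 SD, cut at about 130% in these data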;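 note: raw ratio to IFN-gamma control signal so 100% means no change and 0% no light; values of inactives mirror those of a sister screen read the other way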
# FLuc inhib CS: inhibits firefly luciferase, flagging false hits in luciferase inhibition screens | ATPLite firefly luciferase biochemical luminescence, 10 min | inhibition, % at 10 µM | AID 1006 | 200,000 compounds, 1.5% hits;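 active = inhibition above about 50% when tested at 10 µM, limit read from the data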
# Target sequence (P08659 whole entry, looked up): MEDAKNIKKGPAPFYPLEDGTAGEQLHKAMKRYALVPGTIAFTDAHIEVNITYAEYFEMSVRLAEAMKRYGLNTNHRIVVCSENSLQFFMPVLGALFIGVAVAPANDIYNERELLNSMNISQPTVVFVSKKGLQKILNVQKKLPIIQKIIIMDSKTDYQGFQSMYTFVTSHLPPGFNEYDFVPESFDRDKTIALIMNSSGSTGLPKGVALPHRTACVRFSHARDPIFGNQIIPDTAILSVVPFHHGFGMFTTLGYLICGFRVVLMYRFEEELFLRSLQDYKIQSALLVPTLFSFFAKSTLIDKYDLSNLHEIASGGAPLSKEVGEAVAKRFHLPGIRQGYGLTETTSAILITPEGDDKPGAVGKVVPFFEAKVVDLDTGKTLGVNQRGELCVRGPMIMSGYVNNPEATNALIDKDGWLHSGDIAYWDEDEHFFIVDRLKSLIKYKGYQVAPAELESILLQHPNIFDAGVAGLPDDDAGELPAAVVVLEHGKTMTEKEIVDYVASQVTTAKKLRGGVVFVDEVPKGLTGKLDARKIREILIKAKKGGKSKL
# STAT1 blocker: inhibitors of IFN-gamma induced STAT1 signaling; NIH 3T3 STAT1-luciferase reporter, luminescence; inhibition, % at 5.5 µM; 200,000 compounds, 0.35% hits;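 active = inhibition above a set limit, the mean inhibition across all tested compounds plus 3 SD, cut at about 34% in these data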;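 note: 0% = IFN-gamma with DMSO and 100% = IFN-gamma with 300 µM nifuroxazide; values of inactives mirror those of a sister screen read the other way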
# Active calls of the source: *; / = no result given.
SMILES,APP 5'UTR act,RAM inhibit,STAT3 act,STAT3 blocker,Hsp70 activator,APP transl inh,NF-kB neuron act,STAT1 activator,FLuc inhib CS,STAT1 blocker
O=C(CSc1nc2ccccc2o1)NCc1n[nH]c(=O)c2ccccc12,8,3.7,112,-8,0.1,-8,1.1,101,-6,-1
COc1ccc(OC)c(NC(=O)C2=C(C)Nc3ncnn3C2c2cccs2)c1 (stereo unspecified),13,4.5,82,28,-0.1,-13,0.76,88,-4,14
COc1ccnc(-n2cccc2C=O)c1C#N,-2,0.5,102,-1,0.0,2,1.2,103,-5,-4
Cc1noc(C)c1S(=O)(=O)N(CC(=O)N1CCCC1)c1ccc(C(C)C)cc1,9,2.6,99,10,-0.2,-9,0.84,95,-7,5
Cc1ccc(C(=O)NNC(=O)c2ccc3ncccc3c2)cc1,33,-0.1,97,10,0.1,-33,0.99,97,-2,3
CCCCn1c(SCc2nc3ccccc3s2)nc2ccccc2c1=O,10,13*,104,-6,0.3,-10,2.3,99,-1,1
CCNC(=O)C/C(C)=N/NC(=O)C1CCCCC1,/,1.4,101,-1,-0.3,/,1.2,103,-5,-3
CCOC(=O)c1cc(NC(=O)c2cccnc2)cc(C(=O)OCC)c1,-19,2.1,90,15,-0.1,19,0.68,96,-3,4
COc1cc(/C=N/NC2=NC(C)(C)Cc3ccccc32)cc(OC)c1OC,-3,1.0,95,8,-0.1,3,0.8,90,0,9
O=C1CC(c2ccccc2)CC(O)=C1C=NCCCN1CCOCC1 (stereo unspecified),-3,-0.7,95,5,-0.4,3,1.2,97,0,3
CC1(C)CC(NC(=O)CC2CCCCC2)CC(C)(C)N1,-3,0.8,100,4,0.0,3,1.1,97,-8,3
O=C(CN1CCCC1)NCC12CC3CC(CC(C3)C1)C2,-3,1.7,109,-4,-0.1,3,1.1,103,-3,-3
CSCCC(NC(=O)c1ccc([N+](=O)[O-])cc1Cl)C(=O)OCC(=O)NCC(F)(F)F (stereo unspecified),1,0.4,100,-5,-0.2,-1,1,105,-6,-5
COC(=O)COc1ccc(S(=O)(=O)NCc2ccco2)cc1Cl,-18,-0.2,101,-2,-0.4,18,1.3,100,-8,-1
O=C(c1cc2c(s1)CCCC2)n1cccn1,20,-0.9,100,2,0.1,-20,0.84,98,22,2
CCCCNC(=S)NNC(=O)CCn1nc(C)c(Br)c1C,9,1.3,101,4,-0.2,-9,1.2,102,-8,-2
CCOC(=O)C1=C(SCC)c2cc3c(n2C1=O)CCCC3,1,7.0,105,-5,-0.6,-1,1.3,112,8,-13
COc1ccc(-c2nc(=S)c3c(n2CCN2CCOCC2)CC(C)(C)OC3)cc1,-5,1.8,109,-3,0.1,5,1.1,105,-8,-4
CN1C(=O)c2ccc(NC(=O)C3CCCCC3)cc2C1=O,1,1.2,81,26,0.6,-1,0.94,100,-9,0
CCCc1nc(SCC(=O)NNC(=O)c2ccc(OC)cc2)c2ccccc2n1,-9,0.6,94,10,0.2,9,1.1,95,-3,5
O=C(NCc1ccc2c(c1)OCO2)C(c1ccco1)N(C(=O)c1csnn1)c1ccccc1 (stereo unspecified),1,1.4,94,11,-0.1,-1,0.63,94,-7,6
CC[C@@H](C)[C@@H](C(=O)N1CCN(C(=O)OC(C)(C)C)CC1)n1cc(CCCCNC(=O)OC(C)(C)C)nn1,-19,1.4,/,/,-0.1,19,0.61,93,-3,9
CCOc1cc(C(=O)CSc2nnc(CNc3ccc(Cl)cc3)o2)ccc1NC(=O)CC,-16,3.2,95,8,-0.1,16,1.1,98,1,2
Cc1[nH]c2ccccc2c1/C=N/NC(=O)Nc1ccccc1,49,7.7,148*,-49,-0.1,-49,1.1,131*,0,-31
COc1ccc(/C=N/n2cnc3c([nH]c4ccc(Br)cc43)c2=O)cc1CN1CCOCC1,9,1.4,99,6,-0.5,-9,1.2,102,-4,-2
CC(=O)Cc1nsc(NC(=O)c2cc(-c3ccc(Cl)c(Cl)c3)oc2C)n1,3,0.9,100,5,-0.1,-3,1.4,95,-1,6
O=S(=O)(c1cccs1)N1CN(Cc2ccc(Cl)cc2)c2nc3ccccc3nc21,-1,6.4,99,10,0.0,1,1.2,100,-6,-6
CC(C)(C)Cc1nc2ccccc2n1CCc1ccccc1,2,2.4,99,3,-0.1,-2,1,105,-9,-6
O=C1CCCC(O)=C1N=Nc1ccc2c(c1)OCO2,85,1.6,107,-4,-0.1,-85,1.4,110,20,-11
CCOc1ccc(CCNC(=O)c2ccc(CNS(=O)(=O)c3ccccc3)cc2)cc1OCC,-7,3.5,102,-6,-0.4,7,0.96,102,-3,-2
COc1ccc2c(c1)CC[C@@H]1[C@@H]2CC[C@]2(C)C(=O)CC[C@@H]12,10,3.2,101,1,-0.3,-10,1.7,106,-8,-6
CN(C)S(=O)(=O)N(CC(=O)N1CCN(c2ccccc2F)CC1)c1ccccc1,-2,0.4,104,1,-0.1,2,0.93,101,-4,-3
Cc1ccc(-c2noc(COc3ccc4c(c3)OCO4)n2)cc1,1,7.4,98,4,-0.3,0,1.3,99,-4,2
Fc1ccc(-c2nc3nc4ccccc4nc3n2Cc2ccco2)cc1,66,6.2,101,3,0.0,-66,2,122,2,-24
COc1ccccc1CNC(=O)C1CCCN(S(C)(=O)=O)C1 (stereo unspecified),-6,-0.1,102,-2,-0.1,6,1.2,96,-6,2
COc1ccc(OC)c(-n2c(O)cnc2Nc2nc(C)cc(C)n2)c1,-3,0.4,98,6,-0.3,3,1,103,-8,-3
CCOC(=O)c1sc(NC(=O)CSc2nc(O)c(Cc3ccccc3)c(=O)[nH]2)nc1C,-10,5.0,97,6,-0.3,10,1.6,96,73*,4
CC(NC(=O)C(c1ccccc1)c1ccccc1)C(=O)N1CCCCC1 (stereo unspecified),12,-0.6,98,14,0.1,-12,1,100,-7,-1
O=C(CC1S/C(=N/N=C/C=C/c2ccccc2)NC1=O)Nc1ccc(Cl)c(Cl)c1 (stereo unspecified),5,2.2,95,2,-0.2,-5,1.1,104,-3,-4
Cc1sc2ncnc(SCC(=O)c3ccc4c(c3)OCCO4)c2c1-c1ccccc1,-7,-1.4,104,-6,0.1,7,0.99,100,0,0
Cc1ccc(CNC(=O)C2CC(c3ccc([N+](=O)[O-])cc3)=NO2)cc1 (stereo unspecified),9,2.1,109,-5,0.0,-9,1,86,-4,16
CC(C)CCOc1cccc(OCC(=O)N(C)C2CCS(=O)(=O)C2)c1 (stereo unspecified),14,1.8,104,2,-0.2,-14,0.93,99,-6,1
O=C(NCc1ccco1)C(c1ccc(F)cc1)N(C(=O)Cc1cccs1)c1cccnc1 (stereo unspecified),-11,3.4,113,-9,-0.3,11,0.92,99,1,0
Cc1ccccc1Nc1nnc(SCC(=O)Nc2ncc(C(F)(F)F)cc2Cl)s1,4,0.6,108,-3,-0.3,-4,1.1,100,-3,0
O=C(Cn1c(CC(=O)N2CCOCC2)nc2ccccc21)Nc1ccc2c(c1)OC(F)(F)O2,18,-0.2,100,5,-0.1,-18,0.94,92,1,9
CCc1ccccc1NC(=O)CN(C)C(=O)Cn1ncc(Cl)c(Cl)c1=O,-97,-0.2,91,13,-0.2,97*,0.16,87,-4,15
CCc1nc(SCC(=O)OC(C)C)c2ccccc2n1,0,0.4,97,5,0.2,0,1.7,95,-3,4
COC(=O)c1ccccc1-c1ccc(/C=C2\C(=O)N(c3ccccc3)N=C2c2ccccc2)o1,3,5.1,100,5,-0.1,-3,1,97,-4,3
O=S(=O)(/N=C(/Nc1ccccn1)c1ccccc1)c1ccccc1,18,0.8,98,13,-0.4,-18,0.51,104,-6,-5
CCn1nc(C)c(/C=N/NC(=O)c2c[nH]c3ccccc23)c1C,35,0.5,104,-2,-0.4,-35,1.5,126,59*,-29
# (further entries)
SMILES,APP 5'UTR act,RAM inhibit,STAT3 act,STAT3 blocker,Hsp70 activator,APP transl inh,NF-kB neuron act,STAT1 activator,FLuc inhib CS,STAT1 blocker
Cc1ccc(-n2ncc3c(NCCCOC(C)C)ncnc32)c(C)c1,8,-0.7,96,12,-0.1,-8,0.86,101,/,-1
COc1ccc(CNC(=O)C2CCCN2S(=O)(=O)c2ccc(C)cc2)cc1 (stereo unspecified),2,0.1,96,9,-0.3,-2,1,91,-6,10
CCC(c1nnnn1Cc1ccc(OC)cc1)N(CCCO)Cc1cc2cc3c(cc2[nH]c1=O)OCO3 (stereo unspecified),-10,0.1,104,-5,-0.4,10,0.96,101,-5,-1
CCn1nnnc1SCC(=O)Nc1cccc(C)n1,-5,-0.5,96,13,-0.1,5,1,100,-4,0
Nc1nc(-c2ccc(Br)cc2)c(S(=O)(=O)c2ccccc2)s1,-18,4.3,102,-2,-0.4,18,1.2,93,-6,8
COc1ccc2[nH]cc(C(=O)N3CCCCC3)c(=O)c2c1,13,0.0,101,6,0.0,-13,1,106,-10,-6
NC(=O)CN1C(=O)C2CCCCN2C(=O)c2ccccc21 (stereo unspecified),0,1.6,102,1,-0.3,0,1.1,96,-6,4
O=C(/C=C/c1ccccc1Cl)NCc1ccco1,25,-0.5,105,-2,0.0,-25,1.6,116,13,-18
CC/C(Cc1ccccc1)=N/NC(=O)c1cccc(Br)c1,-3,0.8,98,1,-0.3,2,1.2,110,-5,-11
O=C(c1ccc(Cl)cc1)N1C2C=CC(C2)C1(C(F)(F)F)C(F)(F)F (stereo unspecified),13,0.9,107,-4,-0.5,-13,0.96,107,-11,-8

# Brought forward from above: 2 compounds, followed by the next part.
SMILES,APP 5'UTR act,RAM inhibit,STAT3 act,STAT3 blocker,Hsp70 activator,APP transl inh,NF-kB neuron act,STAT1 activator,FLuc inhib CS,STAT1 blocker
CC/C(Cc1ccccc1)=N/NC(=O)c1cccc(Br)c1,-3,0.8,98,1,-0.3,2,1.2,110,-5,-11
O=C(c1ccc(Cl)cc1)N1C2C=CC(C2)C1(C(F)(F)F)C(F)(F)F (stereo unspecified),13,0.9,107,-4,-0.5,-13,0.96,107,-11,-8
CC(NC(=O)c1ccc(N2CCNCC2)c([N+](=O)[O-])c1)C12CC3CC(CC(C3)C1)C2 (stereo unspecified),2,3.0,98,7,0.5,-2,0.87,84,2,15
CC(C)(C)C(=O)Nc1cccc(-c2nc3ccccc3[nH]2)c1,-2,0.6,102,-2,0.3,2,1.2,92,0,1
COc1cccc(OCCn2c(C)c(/C=N/n3cnnc3)c3ccccc32)c1,13,5.8,102,4,-0.3,-13,0.94,90,-9,11
COc1ccc(C(=O)Nc2cc(-c3nn4c(C)nnc4s3)ccc2C)cc1,0,2.7,89,18,-0.1,0,0.95,97,-1,3
COCCCN1C(=O)C(O)=C(C(C)=O)C1c1cccc(F)c1 (stereo unspecified),6,-1.1,100,4,0.0,-6,1.7,103,2,-3
COC(=O)c1ccccc1NS(=O)(=O)c1ccc(F)cc1,15,-0.6,103,-1,-0.4,-15,1.1,94,-5,4
Cc1cc2c(c(SCC(=O)NCCc3ccccc3)n1)C(=O)OC2,-12,2.0,106,-3,0.1,12,1.1,96,-7,4
COc1ccc2cc(-c3[nH]ncc3CNCCn3nc(C)cc3C)ccc2c1,87,2.0,102,2,-0.1,-87,0.97,114,-4,-17
CC(=O)Nc1sc2c(c1C(c1ccccc1Cl)N1CCN(CCO)CC1)CCCC2 (stereo unspecified),25,-0.1,107,-6,-0.2,-25,0.85,96,-5,4
